Bioassay records as filed in PubChem.
Coupling enz = qHTS Assay for Inhibitors of Fructose-1,6-bisphosphate Aldolase from Giardia Lamblia: Coupling assay counterscreen; AID 2472, 2010; hit rate 0.67% among 290,000; activity change, negative = inhibition, % at 58.2 µM, hits read low; coupling enzyme system counterscreen, AmpLite Red fluorescence; in the data active means activity change below about -30%; further: on the % scale 0 is the no-effect control and ±100 the full control effect
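Counterscreen lacking aldolase: glyceraldehyde-3-phosphate coupling-enzyme reagent preincubated 10 min at RT with compound (at 57.5 uM final), then substrate/coupling system with AmpLite Red added; fluorescence read at 525/598 nm after 20 min RT.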
Tb PFK inh = qHTS Assay to Find Inhibitors of T. brucei phosphofructokinase. Potency, µM (doses to about 57.5 µM), for the others: top-dose activity, negative = inhibition, actives largely listed as inhibitors. ATP-dependent 6-phosphofructokinase (Trypanosoma brucei brucei), O15648. T. brucei PFK, ADP-Glo luminescence. hit rate 0.17% among 330,000. AID 485367, 2010;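 further: potency means the concentration at half of the fitted maximal effect; 0% = uninhibited 1x PFK enzyme wells and -100% = no-enzyme wells; nearly all actives have a fitted effect of over 60% in size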
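In TEA buffer at pH 8.0 with 5 mM MgCl2, enzyme (1.25 nM) converted F6P (0.5 mM) and ATP (0.1 mM) for 45 min at room temperature. ADP product was read by luciferase luminescence.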
AT treatment = qHTS Assay for Identifying a Potential Treatment of Ataxia-Telangiectasia; […] A-T fibroblasts, KAP-1 phosphorylation AlphaLISA; neocarzinostatin DNA damage 30 min before lysis; Potency, µM (series often up to 57.5 µM), for the others: top-dose activation, hits mostly activators; hit rate 0.19% among 320,000; further: potency means the concentration at half of the fitted maximal effect; % of control where 0% means no effect; nearly all actives have a fitted effect of over 45% in size
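hTERT-immortalized A-T patient fibroblasts ([…]), 500 cells/well in OPTI-MEM, 1% FBS, got compounds for 60 min, then NCS for 30 min at 37C. Lysates were then assayed for phospho-KAP-1 by AlphaLISA (anti-pKAP1 donor, anti-KAP1 acceptor beads), 6 hr at 25C.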
TSHR antag = Antagonists of the Thyroid Stimulating Hormone Receptor: HTS campaign | TSHR-expressing cells, TSH-stimulated cAMP HTRF, 2 h; hits give low values | activity change, negative = inhibition, % at 11.5 µM | hit rate 0.2% among 330,000;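 active means activity change below a set negative limit, meaning inhibition stronger than a set level, cut at about -70% in these data; inconclusive means activity change between two set negative limits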; further: on the % scale 0 is the no-effect control and ±100 the full control effect
Target sequence (P16473 whole entry, looked up): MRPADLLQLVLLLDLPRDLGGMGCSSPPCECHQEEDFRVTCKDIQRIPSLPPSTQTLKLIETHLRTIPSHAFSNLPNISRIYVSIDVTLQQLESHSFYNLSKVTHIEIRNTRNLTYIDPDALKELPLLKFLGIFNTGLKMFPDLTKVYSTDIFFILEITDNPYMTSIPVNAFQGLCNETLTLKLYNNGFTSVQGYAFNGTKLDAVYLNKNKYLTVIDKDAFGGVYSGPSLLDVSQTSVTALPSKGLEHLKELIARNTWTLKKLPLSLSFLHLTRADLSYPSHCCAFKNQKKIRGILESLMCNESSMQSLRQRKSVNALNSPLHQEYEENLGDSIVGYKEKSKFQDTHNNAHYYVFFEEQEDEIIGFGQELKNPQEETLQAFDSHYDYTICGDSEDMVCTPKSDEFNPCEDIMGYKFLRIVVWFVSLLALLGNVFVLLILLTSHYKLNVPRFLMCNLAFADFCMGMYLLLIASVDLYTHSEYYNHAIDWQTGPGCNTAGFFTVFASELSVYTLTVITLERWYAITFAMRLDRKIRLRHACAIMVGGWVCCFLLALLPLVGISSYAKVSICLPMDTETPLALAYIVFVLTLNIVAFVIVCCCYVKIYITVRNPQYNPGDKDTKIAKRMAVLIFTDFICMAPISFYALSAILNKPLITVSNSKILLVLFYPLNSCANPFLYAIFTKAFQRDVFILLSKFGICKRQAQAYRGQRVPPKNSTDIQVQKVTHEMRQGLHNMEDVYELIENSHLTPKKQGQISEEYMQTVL
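Competitive HTRF cAMP read-out (cryptate anti-cAMP antibody, cAMP-d2; 30 min, room temperature) in freshly harvested TSHR cells. Compounds added before TSH at EC80 (4nM final), followed by 2 hours' incubation at 37 deg C.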
Chronic BCR inh = qHTS Assay to Find Inhibitors of Chronic Active B-Cell Receptor Signaling | ABC-DLBCL IkBa-CBG/CBR reporter, luminescence ratio, 4 h | Potency, µM (highest dose often 46.1 µM), inactives show at the highest dose ratio change, negative = lower green/red ratio, actives largely listed as inhibitors | hit rate 0.05% among 340,000 | AID 493014, 2011; active means well fitted inhibition curve with a large enough effect in the signal ratio, with a control signal flat, not every such curve was filed as active; inconclusive means small, poorly fitted or top-dose-only effect, or effect the other way, or a change in a side signal; the % refers to the signal ratio;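 further: potency means the concentration at half of the fitted maximal effect; plate controls were basal doxycycline-induced cells for no effect and cells given 10 µM MG132 for full effect; MG132 reads +100%, hits lower the ratio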
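Compounds up to 46 uM were incubated four hours with TMD8 cells whose green CBG68 luciferase is fused to IkappaBalpha; red CBR luminescence normalised the signal, and concentration-effect curves were fitted to fusion, red and ratio data.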
TCR act = Activators of T cell receptors: qHTS campaign; primary human leukocytes, anti-CD3, IL-2 HTRF, 48 h; Potency, µM (top dose mostly 9.22 µM), inactives show top-dose activation of IL-2 secretion, actives largely listed as activators; 330,000 tested, under 10 active; AID 504894, 2011; further: % of control where 0% means no effect
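IL-2 produced over 48 hr by a-CD3 bead-stimulated primary human leukocytes exposed to compounds was detected with a homogeneous time-resolved FRET immunoassay, 665nm acceptor signal after 320nm excitation.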
hERG WT inh = qHTS for Inhibitors of KCHN2 3.1: Wildtype qHTS. U2OS, BacMam KCNH2, thallium flux FluxOr; hits give low values. activity change, % at 1.84 µM. hit rate 0.37% among 340,000;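 active means maximum activity change below -70%; inconclusive means maximum activity change between -70% and -50%; inactive means maximum activity change above -50%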; further: on the % scale 0 is the no-effect control and ±100 the full control effect
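U2OS cells transduced with wild-type KCNH2 virus are loaded with FluxOr dye for 45 min, and thallium flux is measured in kinetic reads before and after stimulation buffer. Rate constants are normalized to DMSO controls.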
Giardia killer = Small Molecules that selectively kill Giardia lamblia: qHTS; Giardia lamblia trophozoite viability; activity change, % at 7.66 µM, hits read low; hit rate 0.15% among 340,000; in the data active means activity change below about -80%; inconclusive means between about -30% and that limit;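 further: parasites exposed to compound for two days anaerobically before the ATP read; on the % scale 0 is the no-effect control and ±100 the full control effect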
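Giardia lamblia trophozoites (100 cells/well) were incubated with compounds for 48 h at 37 deg C under anaerobic conditions. Viability was read as ATP content by one-step luminescence after 15-30 min at room temperature.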
GALK inh = qHTS Assay for Inhibitors of Human Galactokinase (GALK); P51570; Purified GALK, Kinase-Glo residual ATP luminescence; Potency, µM (titrated, usually from 57.5 µM), for inactives: at the top dose activity change, negative = inhibition, most hits filed as inhibitors; hit rate 0.007% among 270,000; further: potency means the concentration at half of the fitted maximal effect; on the % scale 0 is the no-effect control and ±100 the full control effect
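The enzyme phosphorylates galactose (100 uM) using ATP (35 uM); inhibition is detected as higher residual ATP, quantified by bioluminescence after 1 h reaction at room temperature, pH 8.0.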
CXXC DNA block = qHTS Fluorescence Polarization Assay for Inhibitors of MLL CXXC domain - DNA interaction; Histone-lysine N-methyltransferase 2A (Homo sapiens), Q03164; MLL-CXXC / FITC-HOXA9 DNA fluorescence polarization; Potency, µM (doses to about 115 µM), for inactives: at the highest dose activity change, negative = inhibition, hits mostly inhibitors; hit rate 0.037% among 290,000; AID 2662, 2010; active means well fitted inhibition curve with a large enough effect in the polarisation, with a control signal flat, not every such curve was filed as active; inconclusive means small, poorly fitted or top-dose-only effect, or effect the other way, or a change in a side signal; inactive means no such curve, though single readings can be large or run the other way; the % refers to the polarisation; further: potency means the concentration at half of the fitted maximal effect
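Purified MLL-CXXC (added from a 7 uM solution) was preincubated 5 min at ambient with pinned compounds in 50 mM Tris-HCl pH 7.5, 50 mM NaCl, 1 mM DTT, 0.05% BSA. Fluorescein-labeled HOX-A9 DNA (50 nM solution) followed, 30 min, then polarization read.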
Active calls of the source: *; ? = inconclusive; nt = no result given; [ ] = dose if it differs, or a comment. Unless noted, the call rests on the fitted dose curve; in most records, active means well fitted curve in the direction sought with a large enough effect; inconclusive means small, poorly fitted or top-dose-only effect, or another doubt; inactive means no such curve, though single readings can be large; an effect the other way counts as inactive or inconclusive.

Value order – CXXC DNA block	Giardia killer	Coupling enz	TSHR antag	Chronic BCR inh	Tb PFK inh	TCR act	AT treatment	GALK inh	hERG WT inh
1. Cc1cc(NC(=O)CSc2nc(=O)cc(N)n2-c2ccc(C)c(C)c2)no1
 : 16%	25	nt	-4	-1%	4%	8%	1%	5%	0
2. O=C(Nc1ccc2oc(-c3cccnc3)nc2c1)c1cccnc1
 : 8%	-2	0	-1	?	2%	1%	7%	-1%	4
3. Cc1csc(NC(=O)C2CC(=O)N(c3ccc(C)c(C)c3)C2)n1 (configuration not stated)
 : -7%	2	-2	-13	?	0%	-3%	-9%	-3%	-4
4. O=C(CS(=O)(=O)c1ccccc1Cl)N1CCOCC1
 : 9%	15	nt	-5	3%	0%	-5%	7%	-1%	2
5. O=C(NC1CC1)c1ccc2c(c1)S(=O)(=O)c1cc(Cl)ccc1C2=O
 : nt	nt	nt	1	-1%	-2%	nt	-4%	nt	nt
6. COC(=O)c1sccc1NC(=O)COc1ccc(Cl)cc1
 : 3%	9	0	-3	?	2%	4%[46.1 µM]	3%	-4%	-15
7. CC(c1nc2ccccc2c(=O)[nH]1)N1CCOCC1 (configuration not stated)
 : 17%	17	-2	-6	8%	0%	0%	-2%	-1%	-13
8. Cc1cccc(N2CC(C)Cn3c2nc2c3c(=O)n(CC(=O)OCc3ccccc3)c(=O)n2C)c1 (configuration not stated)
 : 1%	15	0	-15	7%	-1%	2%	-6%	-1%	15
9. CCO[C@@H]1OC(C(=O)NC2CC2)=C[C@H](c2ccc(C(F)(F)F)cc2)[C@H]1CCCO
 : 4%	-7	3	-6	9%	0%	-1%	-7%	0%	nt
10. COc1ccc(CNC(=O)CN2C(=O)COc3ccc(S(=O)(=O)N4CCCCC4)cc32)cc1
 : 10%	?	2	-4	-1%	-10%	11%	-1%	7%	8
11. CC(=O)Nc1ccc(NC(=O)Cn2cnc(S(=O)(=O)N3CCOCC3)c2)cc1
 : 55%[activator]	-7	nt	-24	0%	9%	6%	5%	-11%	-18
12. CCOc1cc2c(C#N)c(N3CCOCC3)nc(N)c2c(N)n1
 : -2%	-13	-48*	-7	5%	7%	-3%	9%	0%	2
13. O=C(NC(=S)N1CCCc2ccccc21)c1ccc([N+](=O)[O-])cc1
 : -9%	-13	-13	-3	4%	?	6%	3%	1%	-26
14. Nc1nnc(-c2ccccc2Cl)s1
 : 1%	11	-1	9	-13%	-1%	-5%	-3%	1%	9
15. Cc1cc(N2CCOCC2)nc2ccc(NC(=O)CCC(=O)N3CCN(c4ccccc4F)CC3)cc12
 : 28%	7	-1	4	1%	2%	-2%	1%	-3%	-15
16. Cc1cc(C)c(C)c(OCCCN(C)C)c1
 : 5%	-2	0	23	0%	-2%	1%[46.1 µM]	-8%	2%	4
17. Cc1ccc2nc(SC(C)C(=O)NC3CCCc4ccccc43)[nH]c2c1 (configuration not stated)
 : -20%	0	-19	-8	?	0%	-6%[46.1 µM]	2%	-1%	-4
18. O=C(COc1ccc(-c2ccccc2)cc1)NNC(=O)NC1CCCCC1
 : 16%	-4	6	21	-1%	-3%	4%	-6%	0%	2
19. O=c1c2[nH]c3ccc(F)cc3c2nc2n1CCCS2
 : -3%	3	-1	-2	?	-4%	0%	-5%	4%	1
20. CN(C)C(CNC(=O)c1ccc(Br)cc1)c1ccco1 (configuration not stated)
 : ?	-20	0	-2	?	0%	-1%	-7%	-2%	10
21. O=C(NC(=S)NNC(=O)c1cc2ccccc2cc1O)c1ccco1
 : -3%	0	3	-10	?	5%	nt	-3%	-2%	-10
22. Cc1ccsc1C(=O)OCC(=O)N1C(C)CCCC1C (configuration not stated)
 : nt	16	nt	nt	-1%	1%	-11%	-3%	nt	-5
23. CCN(CC)CCN(C(=O)c1ccc(N2C(=O)CCC2=O)cc1)c1nc2cc3c(cc2s1)OCO3
 : -2%	nt	0	-1	-22%	-1%	nt	-3%	0%	nt
24. CC(=O)c1c(C)[nH]c(C(=O)CN2C(=O)NC(C)(c3ccc4c(c3)OCO4)C2=O)c1C (configuration not stated)
 : 0%	-8	1	-12	?	0%	-6%	-4%	-1%	0
25. O=C(CC1SC(N2CCOCC2)=NC1=O)Nc1ccccc1Cl (configuration not stated)
 : nt	-2	nt	20	?	10%	1%	-1%	nt	1
26. O=C(CCCc1nc(-c2ccccc2Cl)no1)NCc1cccnc1
 : -11%	14	2	2	?	1%	nt	6%	5%	-5
27. O=C(c1cc(-c2ccc(F)cc2)on1)N1CCCc2ccccc21
 : 2%	-2	2	-18	?	-3%	-5%	-2%	3%	2
28. CC(=O)Nc1sc(C)c(C)c1C(=O)OCC(=O)NC(C)c1ccccc1 (configuration not stated)
 : nt	2	nt	-12	10%	0%	1%	2%	nt	-3
29. O=C(Nc1ccc2c(c1)OCO2)C1CCN(S(=O)(=O)c2ccc3c(c2)OCCO3)CC1
 : 2%	17	0	-9	-6%	-1%	0%	0%	-1%	-1
30. CSc1nnc(CCNC(=O)OC(C)(C)C)o1
 : -5%	8	3	25	7%	6%	1%	15%	2%	-1
31. Cc1ccc2c(c1)N(CC(=O)NCCCN1CCCCC1C)C(=O)c1cccnc1O2 (configuration not stated)
 : 10%	-11	nt	23	-2%	3%	6%	3%	-1%	2
32. CCOC(=O)c1cc2c(=O)n3ccccc3nc2n(Cc2ccco2)c1=NC(=O)c1cccnc1
 : -12%	7	2	-15	15%	-8%	-2%	3%	4%	-18
33. O=S(=O)(NC1c2cccc3cccc(c23)C1N1CCNCC1)c1ccccc1 (configuration not stated)
 : 16%	-1	12	-2	-12%	4%	1%	7%	-4%	-6
34. COc1ccc(OCC(=O)Nc2cc(S(=O)(=O)N3CCCC3)ccc2Cl)cc1
 : nt	-1	nt	-2	-14%	6%	-7%	-2%	nt	7
35. O=C(NC(=S)Nc1ncccn1)c1ccccc1Br
 : -2%	-9	-3	6	?	-1%	-4%	6%	7%	-4
36. O=C(COC(=O)c1cc(S(=O)(=O)N2CCOCC2)ccc1O)NCc1ccc2c(c1)OCO2
 : nt	-6	nt	33	-6%	-2%	-3%	-4%	nt	-3
37. Cc1c(O)ccc(C(=O)CN2CCN(Cc3ccc4c(c3)OCO4)CC2)c1O
 : 2%	15	4	21	-1%	-1%	0%[46.1 µM]	-6%	-3%	4
38. O=c1/c(=C/c2ccco2)sc2n1CN(c1cccc(Br)c1)CN=2
 : 36%[activator]	1	0	-23	?	?	2%	6%	1%	7
39. CNC(=S)N1N=C(c2cccs2)CC1c1ccc(F)cc1 (configuration not stated)
 : -1%	29	0	2	3%	-3%	2%	3%	2%	-1
40. O=C(COc1cccc(-n2cnnn2)c1)Nc1ccccc1
 : 2%	-2	0	7	-11%	-2%	2%[46.1 µM]	2%	-5%	-1
41. CCOC(=O)c1ccc(CC2S/C(=C(\C#N)C(C)=O)NC2=O)cc1 (configuration not stated)
 : -4%	9	17	-6	-5%	4%	6%	-2%	0%	5
42. COc1cccc(/C=N/NC(=O)CN2C(=O)NC3NC(=O)NC32)c1 (configuration not stated)
 : 0%	-25	3	4	-3%	-2%	1%[46.1 µM]	-4%	-2%	-1
43. CN(C)S(=O)(=O)N1CCC(Cc2ccccc2)CC1
 : 5%	-1	1	9	-1%	2%	-5%[46.1 µM]	-1%	0%	-4
44. COc1ccccc1N(CC(=O)NC(C)(C)C)C(=O)CCC(=O)Nc1nccs1
 : -6%	0	0	-7	0%	0%	0%	-3%	-2%	5
45. O=C(N/N=C/c1ccc(OC(F)F)cc1)c1cccc(S(=O)(=O)N2CCOCC2)c1
 : -15%	22	-1	-7	-1%	-3%	-5%	13%	1%	5
46. O=S(=O)(NCC(c1cccnc1)N1CCN(c2ccccc2F)CC1)c1cccs1 (configuration not stated)
 : -3%	-21	1	4	-6%	4%	2%	-9%	-2%	9
47. COCC(C)NCc1cccc(C)c1 (configuration not stated)
 : 2%	-5	nt	-12	?	2%	-1%	0%	1%	1
48. O=C(NCc1ccccc1Cl)C1CCCN1S(=O)(=O)c1ccccc1F (configuration not stated)
 : 2%	12	0	-1	2%	4%	-6%	12%	0%	-8
49. COc1ccc(CCNC(=S)Nc2ccccc2)cc1
 : -9%	11	2	5	-27%	-1%	0%	-7%	1%	-8
50. CCOc1ccccc1CNC(=O)C1CCN(c2nc3ccccc3o2)CC1
 : 8%	-11	0	14	1%	3%	-5%	11%	0%	7
51. CCOC(=O)Nc1sc(=S)n(C)c1C
 : -7%	-5	1	0	5%	-12%	6%[46.1 µM]	nt	1%	-1
